High-throughput results (PubChem)
K1F lysis inhibition: protection from phage-mediated lysis, alamar blue read-out – E. coli UTI89, K1F phage, bacterial capsule biogenesis inhibitors (AID 488966); E. coli UTI89 K1F phage lysis, alamar blue, 2 h; higher % means a stronger effect; inhibition, % at 100 µM; hits with a dose series show IC50 in µM; 340,000 compounds, 0.02% hits;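 active = phage lysis inhibition, versus mean bacterial control, above a set limit; inconclusive = no clear call, values can overlap the other calls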;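 note: capsule biogenesis inhibitors block K1F phage lysis so surviving cells raise fluorescence; higher fluorescence means more inhibition of phage lysis; actives were called in the ten point dose series up to 300 µM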
NS5 inhibitors: Dengue-2 NS5 methyltransferase inhibitors, primary screen, biochemical, confirmation dose response (AID 588689); Dengue-2 NS5 methyltransferase capping enzyme assay, biochemical; higher % means a stronger effect; one-dose inhibition, % at 25 µM; IC50 in µM for titrated hits; 340,000 compounds, 0.3% hits; in the data active = a potency from the dose series; inconclusive = inhibition above about 29% without an active follow-up result
Large T inhibition: TAg ATPase/helicase activity blockers – biochemical (AID 1903); SV40 large T antigen ATPase/helicase inhibition assay; higher % means a stronger effect; one-dose inhibition, % at 20 µM; IC50 in µM for titrated hits; 310,000 compounds, 0.39% hits; in the data active = a potency from the dose series; inconclusive = inhibition mostly from about 32% at the one dose, without a potency; inactive = the rest, 99 in 100 with inhibition below about 32%; note: strong numbers were not always called active
RSV antiviral HEp-2: RSV antiviral activity via CPE protection, HEp-2 cells, primary 10 µM value included (AID 2391); HEp-2 cells, RSV-induced CPE inhibition; higher % means a stronger effect; CPE inhibition, % at 10 µM, or IC50 in µM where a hit was titrated; 310,000 compounds, 0.13% hits; in the data active = a potency from the dose series; inconclusive = CPE inhibition mostly from about 23% at the one dose, without a potency; inactive = the rest, 99 in 100 with CPE inhibition below about 21%; note: strong numbers were not always called active
GPR55 LPI antagonism: inhibition of LPI-stimulated GPR55 beta-arrestin translocation – imaging, U2OS, beta-arrestin-GFP, LPI agonist, primary screen (AID 2013); U2OS GPR55 beta-arrestin-GFP translocation imaging, LPI antagonism; higher % means a stronger effect; 290,000 compounds, 0.13% hits; one-dose inhibition, % at 10 µM; IC50 in µM for titrated hits;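 active = spots per cell inhibited over 60%, with over 100 cells counted and total cytoplasm intensity under 500,000; inconclusive = wells with under 100 cells, flagged as likely toxic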;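 note: U2OS cells stably carrying GPR55 and arrestin-GFP stimulated by 5 µM LPI near EC80; imaged beta-arrestin-GFP aggregate spots per cell after agonist stimulation; plate controls were LPI-stimulated DMSO wells for no effect and DMSO wells without LPI for full effect; some results filed as inactive read as strong as hits; confirmed hits need IC50 under 10 µM and bright autofluorescent wells are also inconclusive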
HIV peptide binding: cell-free HIV fusion peptide-binding blockers – biochemical, uHTS, fluorescence dequenching, primary screen (AID 1986) | 290,000 compounds, 0.3% hits | one-dose inhibition, % at 20 µM; IC50 in µM for titrated hits | cell-free peptide binding, fluorescence dequenching, 30 min; higher % means a stronger effect; in the data active = inhibition mostly above about 52%, no sharp cut-off; inactive = mostly below about 76%; note: some results filed as inactive read as strong as hits
PhoP inhibition: PhoP-dependent GFP reporter repression – Salmonella Typhimurium, primary screen (AID 1863); S. Typhimurium PhoP-regulated promoter GFP reporter, 4 h; higher % means a stronger effect; 300,000 compounds, 0.16% hits; one-dose inhibition, % at 50 µM; IC50 in µM for titrated hits;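 active = inhibition over 29.93%, a cutoff 3 SD above the screen mean, later confirmed by dose response; inconclusive = inhibition over 29.93% but no dose response follow-up; inactive = inhibition at most 29.93% or unconfirmed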;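 note: 0% = low Mg2+ inducing control and 100% = high Mg2+ repressing control; strong numbers were not always called active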
GPR35 arrestin U2OS: inhibition of zaprinast-stimulated GPR35 beta-arrestin translocation – imaging, U2OS, beta-arrestin-GFP, zaprinast agonist, primary screen (AID 2058); inhibition, % at 10 µM; hits with a dose series show IC50 in µM; U2OS GPR35 beta-arrestin-GFP translocation imaging, zaprinast antagonism; higher % means a stronger effect; 290,000 compounds, 0.052% hits;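 active = inhibition of at least 50% with at least 30 cells and total cytoplasm GFP at most 10,000,000; inconclusive = under 30 cells or total GFP of 10,000,000 plus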
Rac1 GTP hydrolysis: MgcRacGAP GTPase-activating activity inhibitors, confirmation, biochemical, ADP Hunter fluorescence. MgcRacGAP-stimulated Rac1 GTP hydrolysis, ADP Hunter fluorescence; higher % means a stronger effect; GST-tagged Rac1 F28L mutant substrate. inhibition, % at 30 µM, or IC50 in µM where a hit was titrated. 340,000 compounds, 0.6% hits;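 active = first-screen hits whose inhibition reached a set limit at any dose in the follow-up dose series; inconclusive = inhibition above the set first-screen limit but never retested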;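 note: fluorescence reports GDP produced by GAP-driven GTP hydrolysis; strong numbers were not always called active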
NS5 inhibitors pilot replicate: also measured in NS5 inhibitors; calls as there; inhibition, %; measured here: pilot screen replicate inhibition
Numbers without * were called inactive; ? = inconclusive; nt = not tested or not shown; [ ] = remark or other dose.

SMILES	K1F lysis inhibition	NS5 inhibitors	Large T inhibition	RSV antiviral HEp-2	GPR55 LPI antagonism	HIV peptide binding	PhoP inhibition	GPR35 arrestin U2OS	Rac1 GTP hydrolysis	others
COc1cccc(/C=N/Nc2nc(C)cc(=O)[nH]2)c1OC	-0.3%	-1.3%	3.3%	0.6%	-4.4%	1.4%	-5.2%	-1.1%	-7.1%
Cc1c(/C=C/C(=O)c2ccccc2O)cnn1C	0.4%	5.5%	6.0%	1.6%	-0.3%	-1.0%	0.5%	2.6%	-5.9%
O=c1cc(CCl)nc2scc(-c3ccccc3)n12	0.4%[50 µM]	-2.9%	9.7%	-1.0%	17.1%	2.0%	-4.7%	8.4%	10.4%
COc1ccc(CC(=O)NNc2ncnc3c2cnn3Cc2ccccc2)cc1OC	-0.4%	6.2%	9.9%	-2.4%	-0.7%	-0.5%	-5.8%	-6.8%	2.9%
CCCCN(C(=O)CSc1nncn1-c1ccccc1)c1c(N)n(Cc2ccccc2)c(=O)[nH]c1=O	-0.1%	0.9%	-41.3%	-0.6%	8.5%	-2.4%	5.9%	1.4%	10.4%
CCOc1cc(/C=C2\SC(=S)N(NS(=O)(=O)c3ccccc3)C2=O)ccc1O	0.1%	?	38.4%	13.8%	11.1%	32.6%	21.4%	5.1%	25.3%
CCC(C(=O)NCCCN1CC(C)CC(C)C1)n1ncn2c(cc3occc32)c1=O (configuration not stated)	0.0%	-5.2%	-0.2%	-2.8%	-9.9%	-1.3%	1.9%	-7.2%	-12.8%
Cc1ccc(S(=O)(=O)NNC(=O)C2CCN(S(=O)(=O)c3ccc(C)cc3)CC2)cc1	0.1%	-3.1%	11.2%	2.2%	-0.2%	0.4%	4.9%	-0.6%	10.2%
O=C(NC1CCCCC1)c1ccc2c(c1)OCO2	0.4%	-2.4%	5.3%	1.4%	-1.4%	0.0%	-2.1%	3.2%	-5.1%
Cc1cc(C)c(NC(=O)CNC(=O)COC(=O)CNC(=O)c2ccc(Cl)cc2Cl)c(C)c1	0.2%[50 µM]	-0.7%	13.6%	-0.8%	nt	nt	7.8%	nt	-1.4%
CCN1CCN(c2nc(S(=O)(=O)c3ccc(C)cc3)c(Cl)s2)CC1	1.3%	-2.3%	2.6%	-1.3%	-3.8%	-1.4%	-9.8%	-3.6%	3.4%
CCCCC1CCc2[nH]nc(C(=O)O)c2C1 (configuration not stated)	-3.3%	-2.4%	21.0%	1.7%	nt	nt	nt	nt	6.9%
CC(C)OP(=O)(OC(C)C)C(Nc1ccccc1)c1cccc([N+](=O)[O-])c1 (configuration not stated)	nt	nt	5.6%	1.4%	1.1%	1.0%	-3.8%	-14.7%	nt
Cc1onc(-c2ccccc2)c1C(=O)/C=C/N(C)C	-0.8%	-3.9%	6.1%	1.6%	2.1%	-0.1%	-4.3%	-1.2%	-0.7%
O=C(N/N=C/c1ccc(OC(=O)c2ccco2)cc1)c1ccncc1	-0.3%[50 µM]	-5.8%	15.9%	1.6%	-3.6%	0.3%	-0.3%	-7.3%	8.6%
COc1ccc(-c2c(C)nn3c(Cl)c(C)c(C)nc23)cc1	0.3%	1.1%	10.2%	4.8%	-7.5%	0.5%	-6.0%	2.3%	11.1%
CC(C)(C)c1ccc(C(=O)Nc2ccc(NC(=O)C(=O)O)cc2)o1	0.7%	-2.3%	11.8%	0.4%	-3.0%	0.7%	2.1%	-8.4%	2.2%
COc1ccc(Cl)c(NCCC(=O)O)c1	0.2%	3.8%	1.6%	1.2%	-9.8%	2.5%	-11.7%	9.5%	4.8%	NS5 inhibitors pilot replicate=1.5
O=C1c2ccccc2N2C(=O)c3ccccc3C2N1Cc1ccccc1 (configuration not stated)	0.0%	-8.4%	6.8%	-0.8%	11.6%	0.4%	0.4%	3.8%	5.1%
Cc1ccc(C2C(C#N)=C(N)Oc3n[nH]c(C)c32)cc1 (configuration not stated)	0.1%	-7.0%	12.2%	1.8%	-3.1%	-2.9%	6.3%	19.9%	5.2%
COc1ccc(-c2csc(Nc3ccc(S(=O)(=O)Nc4cc(C)on4)cc3)n2)cc1	-0.3%	19.0%	9.3%	2.8%	5.4%	42.8%	0.0%	-6.4%	11.9%
CCCCCC1CC(/C(C)=N/NC(N)=O)OC1=O (configuration not stated)	1.4%	6.0%	5.2%	1.3%	-15.5%	4.5%	-5.3%	13.3%	10.6%
CN1C(=O)C2(c3ccccc31)c1c(oc3ccccc3c1=O)C(=O)N2CCO (configuration not stated)	-1.9%	-0.8%	3.5%	2.0%	-0.9%	1.1%	-7.2%	-4.6%	-4.6%
c1ccc(CCNc2nc3ccccc3s2)cc1	-0.1%	-1.6%	22.1%	13.6%	14.3%	2.0%	31.5%	-13.1%	6.8%
O=C1C(=O)N(CCCN2CCOCC2)C(c2ccc([N+](=O)[O-])cc2)/C1=C(/O)c1ccc2c(c1)OCO2 (configuration not stated)	0.5%	1.3%	11.0%	-0.1%	0.9%	0.0%	-4.3%	5.7%	3.4%
O=C(OCC(=O)N1CCc2ccccc21)c1cccc(S(=O)(=O)N2CCCc3ccccc32)c1	-2.3%	0.7%	8.0%	6.2%	1.1%	-1.1%	-13.7%	-5.5%	-10.4%
Nc1c(C(=O)N2CCOCC2)sc2nc3c(cc12)CCC3	-0.4%[50 µM]	-7.5%	16.8%	-0.2%	-59.1%	0.0%	0.0%	-1.5%	2.4%
COc1nccnc1NS(=O)(=O)c1ccc(NC(=S)NC(=O)/C=C/c2ccc(F)cc2)cc1	0.2%[50 µM]	21.1%	22.2%	2.2%	6.9%	48.9%	-3.2%	-12.7%	6.9%
CC(C)Oc1ccc(/C=C(\NC(=O)/C=C/c2ccco2)C(=O)NCCc2nc3ccccc3[nH]2)cc1	1.8%	-18.2%	11.1%	1.6%	5.4%	14.3%	14.3%	9.2%	3.0%
CCOc1ccc(NC(=O)CC2SC(N)=NC2=O)c([N+](=O)[O-])c1 (configuration not stated)	0.5%	-4.5%	3.8%	2.9%	1.9%	0.3%	4.7%	-0.7%	9.2%
CCN(CC)CCNCc1cc(Cl)c(OCC(=O)Nc2ccccc2)c(OC)c1	0.3%	2.3%	1.7%	-4.1%	15.0%	-0.6%	2.1%	-14.2%	5.4%
CC(Sc1nnc2ccccn12)C(=O)Nc1ncc(Cl)cc1Cl (configuration not stated)	-1.9%	-10.3%	-0.7%	0.3%	3.4%	-2.2%	-3.8%	-1.6%	1.0%
CCOC(=O)c1c(S(=O)(=O)Nc2ccc(C)cn2)c(C)n(C)c1C	2.3%	0.9%	4.3%	0.6%	13.8%	-1.4%	3.6%	4.3%	7.0%
CC1=C(C(N)=O)C(c2ccc(Cl)cc2)n2nc(CCCO)nc2N1 (configuration not stated)	0.2%	-0.7%	-1.2%	0.7%	1.4%	3.0%	4.2%	-4.5%	3.9%
COc1ccc(-n2nc(C(=O)NCC(=O)N3CCN(c4ccccc4F)CC3)c3ccccc3c2=O)cc1	-0.8%	-5.1%	13.2%	1.6%	6.3%	-0.8%	-6.4%	-7.5%	7.0%
O=C(Nc1cccc(F)c1)/C(=C/c1ccco1)NC(=O)c1ccco1	1.4%[50 µM]	-11.8%	1.1%	2.9%	22.2%	2.9%	1.1%	2.8%	12.5%
Cc1cccc(-n2cccc2)c1C#N	-0.5%	-3.2%	-6.1%	0.4%	-1.8%	2.0%	26.8%	-0.7%	-2.9%
Cc1nn(C(C)(C)C)c(N)c1-c1ccccc1	6.6%	-3.6%	17.4%	0.8%	0.5%	-0.6%	6.8%	-1.6%	5.6%
CN(CCc1cn[nH]c1)C(=O)CC1C(=O)NCCN1Cc1cccc(Oc2ccccc2)c1 (configuration not stated)	-1.5%	0.0%	6.9%	0.2%	3.7%	1.9%	-7.7%	18.9%	-0.1%
CC1=NN(c2cccc(Cl)c2)C(=O)C12CC(C)=C(C)CS2 (configuration not stated)	-0.6%	-9.7%	6.0%	21.6%	-5.2%	-2.2%	-8.3%	-1.7%	5.2%
CCOc1ccc(CN2C(=O)CC(=O)N(S(=O)(=O)c3ccc(OCC)cc3)C2=O)cc1	1.3%[50 µM]	-24.7%	5.6%	0.9%	15.0%	29.7%	-11.9%	1.1%	3.9%
N#CCC(=O)NCCCOC(=O)Nc1ccc(Cl)c(Cl)c1	0.1%	3.5%	1.0%	7.2%	14.4%	-0.9%	-2.5%	7.1%	13.6%
CCOc1ccccc1OCCC(=O)OCC(=O)Nc1c(C)nn(-c2ccccc2)c1C	0.9%[50 µM]	2.2%	12.5%	-0.6%	nt	nt	-0.9%	nt	8.9%
COc1ccc(S(=O)(=O)NCC2CCCN(Cc3ccc(C)o3)C2)cc1 (configuration not stated)	-0.2%	-0.8%	1.2%	-2.1%	0.6%	-0.9%	-1.7%	0.1%	4.2%
O=C(CCSc1nnc2ccccn12)Nc1ccc2c(c1)OCO2	-2.2%	0.0%	6.9%	-1.8%	1.2%	-3.2%	-5.0%	-11.7%	7.2%
Cc1ccc2nc(SCC(=O)N3CCC(C)CC3)nc(=O)n2c1	-1.3%	-11.1%	16.4%	-2.4%	nt	nt	5.3%	nt	9.6%
Cc1nn(-c2ccccc2)c(Cl)c1C1C(C#N)=C(N)OC2=C1C(=O)CCC2 (configuration not stated)	0.0%	-3.1%	7.1%	0.4%	-8.1%	0.8%	-0.4%	0.1%	8.2%
Cc1cc(C)cc(NCc2cc(=O)oc3cc(-c4ccccc4)c(O)cc23)c1	-3.5%	-4.4%	15.0%	4.0%	11.8%	1.4%	-8.7%	-3.7%	12.0%
CCC1Oc2ccccc2N(CC(=O)Nc2ccc(OC)cc2OC)C1=O (configuration not stated)	1.5%	-1.6%	1.4%	0.9%	-1.0%	0.2%	-7.7%	9.0%	6.3%
COc1ccccc1C(=O)NCCc1nc2ccccc2n1C	0.3%	-1.6%	2.8%	0.6%	4.6%	-0.7%	-6.4%	9.0%	0.7%
Cc1ccc(S(=O)(=O)CCC(=O)OCC(=O)c2ccc(F)cc2)cc1	1.0%[50 µM]	-6.6%	-3.5%	-1.3%	nt	nt	0.8%	nt	3.3%
